CBFb RUNX1 block = inhibitors of human CBF-beta and RUNX1 interaction | AlphaScreen CBFb-His/RUNX1-biotin binding, biochemical | Potency, µM (highest dose often 59.8 µM), for the others: at the top dose activity, negative = inhibition, usual class: inhibitors | 230,000 tested, under 10 active | AID 1477; further: % of control where 0% means no effect
Target sequence (Q01196 whole entry, looked up): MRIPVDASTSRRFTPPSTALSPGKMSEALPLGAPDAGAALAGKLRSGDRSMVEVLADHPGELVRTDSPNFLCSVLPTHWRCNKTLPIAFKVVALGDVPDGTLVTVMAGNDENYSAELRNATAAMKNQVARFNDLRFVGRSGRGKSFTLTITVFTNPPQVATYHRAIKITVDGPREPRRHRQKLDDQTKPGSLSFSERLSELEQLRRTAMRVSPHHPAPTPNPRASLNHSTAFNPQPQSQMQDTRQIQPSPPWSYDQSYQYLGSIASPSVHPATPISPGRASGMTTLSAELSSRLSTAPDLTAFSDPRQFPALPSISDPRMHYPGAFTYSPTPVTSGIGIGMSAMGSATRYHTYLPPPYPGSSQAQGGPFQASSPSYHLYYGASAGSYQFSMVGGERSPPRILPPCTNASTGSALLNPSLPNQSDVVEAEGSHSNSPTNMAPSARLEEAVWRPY
Target sequence (Q13951 whole entry, looked up): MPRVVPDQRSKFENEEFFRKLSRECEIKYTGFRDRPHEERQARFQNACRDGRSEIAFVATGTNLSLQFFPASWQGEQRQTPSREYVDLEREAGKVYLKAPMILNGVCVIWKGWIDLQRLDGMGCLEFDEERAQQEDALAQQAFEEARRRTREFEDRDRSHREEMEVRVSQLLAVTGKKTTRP
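Proteins preincubated together for 20 min at RT before compound addition; 15 min later, nickel and streptavidin beads were added and left 90 min prior to AlphaScreen measurement.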
GLA spleen mod = alpha-galactosidase A (human) modulation. P06280. human spleen homogenate, 4MU-alpha-Gal fluorescence, 40 min. Potency, µM (top dose mostly 80 µM), without a hit: top-dose activity change, negative = inhibition, usual class: inhibitors. hit rate 0.008% among 240,000. AID 2107;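 further: potency means the concentration at half of the fitted maximal effect; 0% = enzyme with vehicle and -100% = no enzyme basal signal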
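qHTS titration in buffer at pH 5.0. Alpha-galactosidase activity in spleen homogenate was measured via 4-methylumbelliferone release from 1 mM fluorogenic substrate after 40 min at 37C and a pH 10 stop. AC50 came from Hill fits of control-normalized data.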
NPSR antagonist = blocks cAMP signaling of the human neuropeptide S receptor. hit rate 1% among 220,000. CHO-NPSR cells, cAMP TR-FRET, antagonist mode. AID 1461. Potency, µM (series often up to 38.3 µM), for the others: at the top dose activity change, negative = inhibition, usual class: inhibitors. Q6W5P4; further: potency means the concentration at half of the fitted maximal effect; on the % scale 0 is the no-effect control and ±100 the full control effect; nearly all actives have a fitted effect of over 50% in size; many of its hits are not listed in these tables
TR SRC2 fluor cs = counter-screen for TRb-SRC2 inhibitors: fluorescence interference; TRb/SRC2 Texas Red total fluorescence interference; Potency, µM (top dose mostly 106 µM), for inactives: top-dose fluorescence change, negative = quenching; hit rate 0.29% among 280,000; AID 1479; active means well fitted curve in either direction with a large enough effect; inconclusive means small, poorly fitted or top-dose-only effect; further: potency means the concentration at half of the fitted maximal effect; on the % scale 0 is the no-effect control and ±100 the full control effect
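Human TRb ligand-binding domain at 0.6 uM with 20 nM Texas Red SRC2 peptide in Tris buffer containing 1 uM T3 and 5% DMSO, incubated with compound 5 h at ambient temperature. Total fluorescence (555/632 nm) calculated as parallel + 2 × perpendicular.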
Tau fluor counter = counter-screen for tau fibril formation inhibitors; tau K18 P301L Alexa594 fluorescence, heparin fibrillization; Potency, µM (series often up to 57.7 µM), for the others: at the highest dose activity change, negative = decrease; hit rate 0.93% among 280,000; AID 1463; further: potency means the concentration at half of the fitted maximal effect; on the % scale 0 is the no-effect control and ±100 the full control effect; nearly all actives have a fitted effect of over 55% in size
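Human tau K18 P301L (15 uM unlabeled, 0.24 uM Alexa 594-labeled) in 100 mM sodium acetate pH 7 with 20 uM heparin, 6 hr at 37 C. ThT 30 uM added, 1 hr ambient; Alexa 594 FP and total fluorescence read at 555/632 nm.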
TRb-SRC2 inh = inhibitors of human thyroid hormone receptor beta-SRC2 interaction | P10828 | Potency, µM (titrated, usually from 106 µM), for the others: at the top dose activity change, negative = inhibition, usual class: inhibitors | TRbeta-SRC2 peptide binding, fluorescence polarization; receptor liganded with 1 µM T3 | hit rate 0.065% among 280,000;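 further: potency means the concentration at half of the fitted maximal effect; plate controls were bound peptide for no effect and peptide without receptor for full effect; nearly all actives have a fitted effect of over 50% in size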
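Read-out is fluorescence polarization (555 nm excitation, 632 nm emission) of a Texas Red SRC2 coactivator peptide; loss of signal reflects blocked binding to human TRb ligand-binding domain in the presence of 1 uM T3.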
Tau fibril FP = tau fibrillization inhibition (FP). P10636. K18 P301L tau heparin fibrillization, Alexa594 FP, 6 h. Potency, µM (top dose mostly 57.7 µM), without a hit: top-dose activity, negative = inhibition, hits mostly inhibitors. hit rate 0.39% among 280,000. AID 1468; further: potency means the concentration at half of the fitted maximal effect; on the % scale 0 is the no-effect control and ±100 the full control effect; nearly all actives have a fitted effect of over 55% in size
Target sequence (P10636 561-689 P618L limits assumed): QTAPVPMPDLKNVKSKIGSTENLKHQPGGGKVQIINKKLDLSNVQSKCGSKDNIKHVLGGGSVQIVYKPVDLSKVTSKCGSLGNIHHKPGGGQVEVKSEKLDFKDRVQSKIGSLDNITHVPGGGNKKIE
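Human K18 P301L fragment (15 uM unlabeled plus 0.24 uM Alexa 594-labeled) in 100 mM sodium acetate pH 7 with compound, aggregation induced by 20 uM heparin for 6 hr at 37 C. ThT (30 uM) added for 1 hr, then Alexa 594 FP read.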
Epigenetic reg = derepresses silenced GFP reporter in murine cells. murine LDR cells, GFP reporter derepression, 30 h. Potency, µM (doses to about 53.9 µM), without a hit: at the top dose GFP activation, hits mostly activators. hit rate 0.2% among 280,000. AID 1865; further: potency means the concentration at half of the fitted maximal effect; % of control where 0% means no effect; nearly all actives have a fitted effect of over 60% in size
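In this reporter-derepression format, murine cells bearing a silenced integrated CMV-GFP locus incubate with test compound (30 h, 37 C), then are washed and imaged; fluorescent objects of 20–120 um count as induced cells.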
The depositor's hits bear a star; [ ] = dose if it differs, or a comment. Unless noted, the call rests on the fitted dose curve; in most records, active means well fitted curve in the direction sought with a large enough effect; inconclusive means small, poorly fitted or top-dose-only effect, or another doubt; inactive means no such curve, though single readings can be large; an effect the other way counts as inactive or inconclusive. The list is partial; rates above refer to the full screens.

For O=C(CSc1nnc(CN2CCOCC2)n1-c1ccc(Cl)cc1)Nc1cc(Cl)ccc1O the results were CBFb RUNX1 block 8%, GLA spleen mod -10%, NPSR antagonist inconclusive, TR SRC2 fluor cs -1%, Tau fluor counter inconclusive, TRb-SRC2 inh -5%, Tau fibril FP 17% and Epigenetic reg -0.7%.
For Cc1ccccc1NS(=O)(=O)c1ccc2c(c1)NC(=O)CO2 the results were CBFb RUNX1 block 4%, GLA spleen mod -8%, NPSR antagonist -2%, TR SRC2 fluor cs 0%, Tau fluor counter -4%, TRb-SRC2 inh 7%, Tau fibril FP -1% and Epigenetic reg -4.8%.
For Cc1nnc(NC(=O)Cc2cccs2)s1 the results were CBFb RUNX1 block -2%, GLA spleen mod 4%, NPSR antagonist 1%[46.1 µM], TR SRC2 fluor cs -4%, Tau fluor counter 0%, TRb-SRC2 inh 0%, Tau fibril FP 5% and Epigenetic reg -0.2%.
For CCC(=O)N1CCc2cc(S(=O)(=O)CCC(=O)Nc3ccc(F)c(F)c3)ccc21 the results were CBFb RUNX1 block -1%, GLA spleen mod -2%, NPSR antagonist -9%[46.1 µM], TR SRC2 fluor cs -4%, Tau fluor counter -10%, TRb-SRC2 inh -9%, Tau fibril FP -6% and Epigenetic reg -1.6%.
Screening CCOC(=O)OCC1OC(c2ccccc2)C=CC1Oc1ccc(F)cc1C (stereo unspecified) returned CBFb RUNX1 block 10%[13.1 µM], GLA spleen mod -29%[17.5 µM], TR SRC2 fluor cs inconclusive, Tau fluor counter -10%[11.6 µM], TRb-SRC2 inh 1%[11.2 µM], Tau fibril FP -6%[11.6 µM] and Epigenetic reg 5.7%[10.1 µM].
CC1COc2ccccc2C1=O (stereo unspecified) was read as CBFb RUNX1 block 4%, GLA spleen mod 3%, TR SRC2 fluor cs 0%, Tau fluor counter 1%, TRb-SRC2 inh 1%, Tau fibril FP -1% and Epigenetic reg -1.1%.
Cc1cc(C)nc(NC(=O)/C=C/c2ccc3c(c2)OCO3)c1 was read as CBFb RUNX1 block -1%, GLA spleen mod -4%, NPSR antagonist -7%, TR SRC2 fluor cs 0%[53 µM], Tau fluor counter 1%, TRb-SRC2 inh -7%[53 µM], Tau fibril FP -8% and Epigenetic reg 1.0%.
`O=C(NC1CC(=O)N(c2ccc(F)cc2)C1)c1ccco1` (stereo unspecified) gave TR SRC2 fluor cs 0%, Tau fluor counter -1%, TRb-SRC2 inh -2%, Tau fibril FP -6% and Epigenetic reg 2.4%.
`Cn1c2ccccc2c2cnn(CC(=O)Nc3ccccc3F)c(=O)c21` gave TR SRC2 fluor cs -1%, Tau fluor counter 3%, TRb-SRC2 inh 0%, Tau fibril FP -3% and Epigenetic reg -4.4%.
For Cc1cccc(C(=O)Nc2nnc(S(=O)(=O)N3CCC(C)CC3)s2)c1 the results were TR SRC2 fluor cs -2%, Tau fluor counter -18%, TRb-SRC2 inh -7%, Tau fibril FP inconclusive and Epigenetic reg 1.4%.
`O=[N+]([O-])c1ccc(-c2nnc(-c3ccccc3)c(N3CCOCC3)n2)cc1` gave CBFb RUNX1 block 8%, GLA spleen mod 4%, NPSR antagonist -19%[46.1 µM], TR SRC2 fluor cs -1%, Tau fluor counter -13%, TRb-SRC2 inh -1%, Tau fibril FP 5% and Epigenetic reg -0.9%.
`S=C(NCc1ccccc1)NNc1nc2ccccc2[nH]1` gave CBFb RUNX1 block -13%, GLA spleen mod -2%, NPSR antagonist 5%, TR SRC2 fluor cs -2%, Tau fluor counter inconclusive, TRb-SRC2 inh 3%, Tau fibril FP inconclusive and Epigenetic reg 1.7%.
For Cc1cccc(-c2nc(CSCC(=O)N3CCN(c4ccccc4)CC3)c(C)o2)c1 the results were TR SRC2 fluor cs -21%, Tau fluor counter -24%, TRb-SRC2 inh -4%, Tau fibril FP 0% and Epigenetic reg -1.1%.
For CCC(=O)Nc1cccc(-c2nc3cc(C)ccc3o2)c1 the results were TR SRC2 fluor cs -3%, Tau fluor counter inconclusive, TRb-SRC2 inh -4%, Tau fibril FP inconclusive and Epigenetic reg 0.0%.
For COc1ccccc1OCCNc1cc(N2CCCCC2)ccc1[N+](=O)[O-] the results were CBFb RUNX1 block inconclusive, GLA spleen mod 5%, NPSR antagonist -20%, TR SRC2 fluor cs -5%, Tau fluor counter -22%, TRb-SRC2 inh -4%, Tau fibril FP 12% and Epigenetic reg 0.0%.
Cc1cc(N2CCC(C(=O)Nc3ccc(F)cc3)CC2)nc(-c2ccccc2)n1 was read as CBFb RUNX1 block 6%, GLA spleen mod 21%, NPSR antagonist -16%[46.1 µM], TR SRC2 fluor cs 1%, Tau fluor counter inconclusive, TRb-SRC2 inh -5%, Tau fibril FP inconclusive and Epigenetic reg 1.3%.
COC(=O)N1CC=CC1(C)C(=O)NCc1ccc(C)o1 (stereo unspecified) was read as CBFb RUNX1 block 14%, GLA spleen mod 3%, TR SRC2 fluor cs 4%, Tau fluor counter -19%, TRb-SRC2 inh 11%, Tau fibril FP inconclusive and Epigenetic reg 1.3%.
O=C1C=C(NNC(=O)c2cccnc2)CC(c2ccco2)C1 (stereo unspecified) was read as CBFb RUNX1 block -8%, GLA spleen mod 5%, NPSR antagonist 19%, TR SRC2 fluor cs -2%, Tau fluor counter -16%, TRb-SRC2 inh -5%, Tau fibril FP 0% and Epigenetic reg 1.3%.
For CCN(Cc1ccccc1)C(=O)CN1C(=S)NC(C)(C)CC1C (stereo unspecified) the results were CBFb RUNX1 block -6%, GLA spleen mod -3%, NPSR antagonist 12%, TR SRC2 fluor cs 1%, Tau fluor counter -7%, TRb-SRC2 inh -4%, Tau fibril FP -2% and Epigenetic reg 3.8%.
COc1ccc(S(=O)(=O)N(CC(=O)N/N=C/c2ccccc2C(=O)O)c2ccccc2OC)cc1 was read as CBFb RUNX1 block -2%, GLA spleen mod -1%, NPSR antagonist inconclusive, TR SRC2 fluor cs -1%, Tau fluor counter -12%, TRb-SRC2 inh -5%, Tau fibril FP -1% and Epigenetic reg 2.2%.
Screening COCCNC(=O)c1ccc(Cl)c(Cl)c1 returned CBFb RUNX1 block 1%, GLA spleen mod 0%, NPSR antagonist 4%[46.1 µM], TR SRC2 fluor cs 0%, Tau fluor counter -3%, TRb-SRC2 inh -24%, Tau fibril FP 3% and Epigenetic reg 0.0%.
Cc1cc(C)c2c(n1)nn1c(C)c(CCC(=O)NCc3ccccc3Cl)c(C)nc21 was read as TR SRC2 fluor cs -3%, Tau fluor counter 10%, TRb-SRC2 inh 14%, Tau fibril FP 8% and Epigenetic reg 4.4%.
C=CCn1c(SCC(=O)Nc2cccc3ccccc23)nnc1-c1cnccn1 was read as CBFb RUNX1 block -3%, GLA spleen mod 4%, NPSR antagonist -5%[46.1 µM], TR SRC2 fluor cs 0%, Tau fluor counter 0%, TRb-SRC2 inh -16%, Tau fibril FP 3% and Epigenetic reg -1.9%.
Screening CC(=O)N/C(=C/c1ccc2c(c1)OCO2)C(=O)NCC(=O)O returned CBFb RUNX1 block 0%, GLA spleen mod -6%, NPSR antagonist 12%, TR SRC2 fluor cs -1%, Tau fluor counter 0%, TRb-SRC2 inh -4%, Tau fibril FP 4% and Epigenetic reg -1.8%.
CCN(CC)S(=O)(=O)c1ccc(NS(=O)(=O)c2ccc(O)c([N+](=O)[O-])c2)cc1 was read as CBFb RUNX1 block -10%, GLA spleen mod -4%, NPSR antagonist -14%, TR SRC2 fluor cs -1%, Tau fluor counter 0%, TRb-SRC2 inh 4%, Tau fibril FP 4% and Epigenetic reg 0.0%.
`CN(C)c1cccc2c1c(NC(=O)Nc1ccc(F)cc1F)nn2C` gave CBFb RUNX1 block -16%, GLA spleen mod 3%, NPSR antagonist 1%, TR SRC2 fluor cs 1%, Tau fluor counter -29%, TRb-SRC2 inh -2%, Tau fibril FP -2% and Epigenetic reg 0.0%.
For CCOc1ccc(-n2c(Cc3cc(=O)[nH]c(=O)[nH]3)nnc2SC(C)C(=O)OC)cc1 (stereo unspecified) the results were CBFb RUNX1 block 0%, GLA spleen mod -11%, NPSR antagonist 2%[46.1 µM], TR SRC2 fluor cs -1%, Tau fluor counter 1%, TRb-SRC2 inh 5%, Tau fibril FP 2% and Epigenetic reg 0.8%.
For Nc1cc(-c2ccccc2)nn1Cc1ccccc1 the results were CBFb RUNX1 block 7%, GLA spleen mod 4%, NPSR antagonist 0%, TR SRC2 fluor cs -1%, Tau fluor counter -19%, TRb-SRC2 inh 1%, Tau fibril FP 12% and Epigenetic reg -3.1%.
Screening Cc1ccc(C)c(NC(=S)NNC(=O)c2csc(C(C)C)c2)c1 returned CBFb RUNX1 block -6%, GLA spleen mod 3%, NPSR antagonist -5%, TR SRC2 fluor cs -1%, Tau fluor counter -16%, TRb-SRC2 inh -1%, Tau fibril FP 11% and Epigenetic reg -1.0%.
CCOC(=O)CSC(C)C(=O)Nc1nnc(C(C)C)s1 (stereo unspecified) was read as CBFb RUNX1 block 0%, GLA spleen mod -1%, NPSR antagonist 12%[46.1 µM], TR SRC2 fluor cs -7%, Tau fluor counter 5%, TRb-SRC2 inh -6%, Tau fibril FP 5% and Epigenetic reg -1.0%.
`CSCc1c(C(=O)NC2CCCc3ccccc32)oc2ccccc12` (stereo unspecified) gave CBFb RUNX1 block 2%, GLA spleen mod 3%, NPSR antagonist inconclusive, TR SRC2 fluor cs -1%, Tau fluor counter -5%, TRb-SRC2 inh 3%, Tau fibril FP 5% and Epigenetic reg -0.7%.
`O=C(Nc1cccc(C(=O)N2CCN(Cc3ccccc3)CC2)c1)c1ccccc1` gave CBFb RUNX1 block 0%, GLA spleen mod -8%, NPSR antagonist -15%[46.1 µM], TR SRC2 fluor cs 0%, Tau fluor counter -15%, TRb-SRC2 inh -29%, Tau fibril FP 6% and Epigenetic reg -1.1%.

Screens (PubChem BioAssay)
